# GDH-TPI inh: GDH-TPI coupled enzyme inhibition counter-screen. GDH-TPI coupled enzyme counterscreen, NADH absorbance. inhibition, % at 4.8 µM. 360,000 compounds, 1.2% hits. AID 588335;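 further: 0% = DMSO wells and 100% = wells lacking the enzyme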
# FadD28 binding: M. tuberculosis FadD28 bisubstrate binding inhibition | FadD28 bisubstrate probe binding, fluorescence polarization | inhibition, % at 12.5 µM | 360,000 compounds, 0.22% hits | AID 588549; in the data active means inhibition above about 8.5%, passing the limit was not always enough; inconclusive means no clear call, values can overlap the other calls
# CCHFV vOTU inh: CCHFV vOTU protease inhibition. Pep-AMC fluorescence. inhibition, % at 11.5 µM. 370,000 compounds, 0.55% hits. AID 651958; further: 0% = vehicle wells with enzyme and 100% = no enzyme wells
# MazEF act: increases E. coli MazEF RNase cleavage of RNA | 350,000 compounds, 0.32% hits | P0AE70 | activation, % at 20 µM | FAM/BHQ RNA-DNA oligo cleavage fluorescence, 5 h; in the data active means activation above about 50%
# Target sequence (P0AE70 whole entry, looked up): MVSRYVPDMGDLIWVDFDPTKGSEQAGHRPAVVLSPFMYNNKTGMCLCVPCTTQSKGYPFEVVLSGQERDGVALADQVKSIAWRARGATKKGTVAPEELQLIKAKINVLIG
# FBA Mtb inh: inhibits M. tuberculosis FBA enzyme | P9WQA3 | purified M. tuberculosis FBA, fluorescence read-out | inhibition, % at 1 µM | 360,000 compounds, 2.3% hits | AID 588726; in the data active means inhibition above about 27%;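 further: 0% = vehicle and 100% = reference inhibitor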
# Target sequence (P9WQA3 whole entry, looked up): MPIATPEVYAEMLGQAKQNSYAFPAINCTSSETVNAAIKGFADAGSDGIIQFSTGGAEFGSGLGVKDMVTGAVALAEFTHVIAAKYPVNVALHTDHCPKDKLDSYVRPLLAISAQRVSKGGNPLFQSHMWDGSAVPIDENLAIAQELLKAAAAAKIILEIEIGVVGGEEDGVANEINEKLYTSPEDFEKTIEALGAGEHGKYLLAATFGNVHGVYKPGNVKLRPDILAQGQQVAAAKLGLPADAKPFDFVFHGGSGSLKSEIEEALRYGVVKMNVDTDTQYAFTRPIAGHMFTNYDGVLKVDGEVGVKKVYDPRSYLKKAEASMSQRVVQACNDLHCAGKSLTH
# UGM FP inh: inhibitors of M. tuberculosis UDP-galactopyranose mutase. P9WIQ1. purified UGM, fluorescence polarization probe displacement. inhibition, % at 10 µM. 320,000 compounds, 0.06% hits; in the data active means inhibition above about 10%, passing the limit was not always enough; inconclusive means no clear call, values can overlap the other calls
# Target sequence (P9WIQ1 whole entry, looked up): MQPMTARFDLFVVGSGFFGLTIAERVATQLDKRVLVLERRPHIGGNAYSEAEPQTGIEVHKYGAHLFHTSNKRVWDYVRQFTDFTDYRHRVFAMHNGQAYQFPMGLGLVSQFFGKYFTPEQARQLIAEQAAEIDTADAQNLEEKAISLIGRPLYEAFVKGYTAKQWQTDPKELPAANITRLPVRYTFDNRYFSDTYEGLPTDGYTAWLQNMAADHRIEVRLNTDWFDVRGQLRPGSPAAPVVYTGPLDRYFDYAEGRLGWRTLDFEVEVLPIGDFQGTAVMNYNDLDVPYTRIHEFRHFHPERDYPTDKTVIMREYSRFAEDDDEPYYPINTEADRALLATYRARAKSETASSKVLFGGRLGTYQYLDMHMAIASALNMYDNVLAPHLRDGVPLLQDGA
# Rv3671c protease: inhibitors of M. tuberculosis serine protease Rv3671c; inhibition, % at 5.96 µM; P9WHR9; AID 2606; 320,000 compounds, 0.048% hits; in the data active means inhibition above about 38%;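 further: extracellular domain of Rv3671c used as enzyme; 0% = enzyme with DMSO and 100% = no enzyme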
# Mtb BioA inh: blocks M. tuberculosis BioA enzyme activity; AID 602481; inhibition, % at 9.99 µM; purified M. tuberculosis BioA enzyme, plate reader; 360,000 compounds, 0.096% hits; in the data active means inhibition above about 40%; inconclusive means no clear call, values can overlap the other calls
# VHR inh abs: DUSP3 (human) phosphatase inhibition; recombinant VHR phosphatase, pNPP absorbance; inhibition, % at 13.3 µM; 290,000 compounds, 0.52% hits; in the data active means inhibition above about 50%; further: some compounds called inactive have numbers as strong as hits
# Target sequence (P51452 whole entry, looked up): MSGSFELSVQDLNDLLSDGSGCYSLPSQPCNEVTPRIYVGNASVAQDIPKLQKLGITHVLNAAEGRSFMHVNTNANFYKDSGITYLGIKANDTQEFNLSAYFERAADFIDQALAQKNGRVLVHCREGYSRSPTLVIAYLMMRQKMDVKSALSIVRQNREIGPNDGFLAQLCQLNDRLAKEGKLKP
# BoNT-F LC inh: inhibitors of Botulinum neurotoxin F light chain protease; Multiplex microsphere protease cleavage assay, flow cytometry; inhibition, % at 10 µM; 360,000 compounds, 0.22% hits; AID 588497; in the data active means inhibition above about 35%, passing the limit was not always enough; inconclusive means no clear call, values can overlap the other calls; further: plate controls were buffer without enzyme for full effect and enzyme alone for no effect
# * = called active by the depositor; ? = inconclusive; · = no result given. Unless noted, no stated cut-off is given here; in the data, active means inhibition above about 30%; inactive means the rest.
SMILES,GDH-TPI inh,FadD28 binding,CCHFV vOTU inh,MazEF act,FBA Mtb inh,UGM FP inh,Rv3671c protease,Mtb BioA inh,VHR inh abs,BoNT-F LC inh
O=C(c1ccc(Cl)c(S(=O)(=O)N2CCCC2)c1)N1CCN(c2ccccc2)CC1,3,-2.7,2,3,1,-4.2,0,3.8,26,-4
O=[N+]([O-])c1ccc(N2CCOCC2)c2ccncc12,1,0.8,5,-1,-9,-0.9,-4,·,14,0
CC(C)(C)n1nnnc1C(c1ccccc1F)N1CCN(C(=O)c2ccco2)CC1 (centres undefined),-5,-0.6,9,0,-2,0.5,0,0.7,22,12
O=C(NCc1cc(C(F)(F)F)cc(C(F)(F)F)c1)C1CC(c2ccccc2C(F)(F)F)=NO1 (centres undefined),·,·,22,1,·,-1.5,-4,·,·,·
COc1ccc(S(=O)(=O)N2CCOCC2)cc1NC(=O)c1ccc(S(=O)(=O)N2CCCCC2)cc1,-14,-3.9,27,1,-1,·,·,0.8,·,-8
O=C1NC2(CCCCC2)C(=O)N1Cc1ccc([N+](=O)[O-])cc1,1,-3.7,-8,-2,-2,-1.4,4,·,3,-5
Cc1ccc(N2CC(C(=O)OCC(=O)Nc3ccccc3C)CC2=O)cc1 (centres undefined),1,-3.0,1,4,-4,-0.6,-8,0.9,·,1
COc1ccccc1C(=O)NC(=O)CSc1nnc2ccccn12,-5,·,18,3,18,2.5,-7,2.4,·,3
CC(C)(C)OC(=O)C(Cl)(C(=O)OC(C)(C)C)c1ccc2nnnn2n1,17,-1.4,4,-1,-1,·,·,·,-2,-6
Cc1cnc(C(=O)OCC(=O)N2c3ccccc3CC2C)cn1 (centres undefined),1,0.2,-5,15,6,-0.9,7,·,3,-10
CCn1c(NC(=O)Nc2ccccc2OC)nc2ccccc21,-2,-0.6,-3,3,0,1.0,3,-2.0,11,12
Cc1ccsc1/C=N/Nc1nc(=O)[nH]nc1C,24,-1.6,1,6,-1,-2.0,8,·,-11,-6
O=C(Nc1ccccc1)N1CCCC1,2,-1.1,0,-1,5,-2.6,7,-2.1,0,1
CCCCn1c(=O)[nH]c(=O)c2c1nc(-c1ccncc1)n2CCOC,-12,-1.9,2,2,8,-0.6,-7,0.2,-2,6
Cc1ccc(NC(=O)CN(C)C(=O)c2ccc(COc3ccccc3)cc2)cc1,-6,-0.3,-2,2,-2,1.2,-2,-1.3,·,5
Cc1ncc([N+](=O)[O-])n1Cc1cccc2ccccc12,4,-1.3,-5,-5,2,1.5,3,·,4,2
CCc1cccc(CC)c1N(COC)C(=O)Cn1nnc2ccccc21,13,-2.2,11,18,0,-1.7,-9,5.2,-10,-6
CCOc1ccc(S(=O)(=O)NCCC(=O)OC(C)C(=O)N2CCc3ccccc32)cc1 (centres undefined),-7,-2.5,4,3,2,0.0,10,3.9,20,12
COc1ccc(NC(=O)CSc2nccn2Cc2ccco2)cc1,-6,-3.0,-6,4,0,-0.4,9,1.6,11,-4
O=C(CN1C(=O)NC2(CCOc3ccccc32)C1=O)N1CCCCC1 (centres undefined),6,-1.4,12,-3,4,0.1,4,0.9,·,6

# Record cards, as listed above:
# Cc1ncc([N+](=O)[O-])n1Cc1cccc2ccccc12 reads GDH-TPI inh = 4; FadD28 binding = -1.3; CCHFV vOTU inh = -5; MazEF act = -5; FBA Mtb inh = 2; UGM FP inh = 1.5; Rv3671c protease = 3; Mtb BioA inh = ·; VHR inh abs = 4; BoNT-F LC inh = 2
# O=[N+]([O-])c1ccc(N2CCOCC2)c2ccncc12 reads GDH-TPI inh = 1; FadD28 binding = 0.8; CCHFV vOTU inh = 5; MazEF act = -1; FBA Mtb inh = -9; UGM FP inh = -0.9; Rv3671c protease = -4; Mtb BioA inh = ·; VHR inh abs = 14; BoNT-F LC inh = 0
# O=C1NC2(CCCCC2)C(=O)N1Cc1ccc([N+](=O)[O-])cc1 reads GDH-TPI inh = 1; FadD28 binding = -3.7; CCHFV vOTU inh = -8; MazEF act = -2; FBA Mtb inh = -2; UGM FP inh = -1.4; Rv3671c protease = 4; Mtb BioA inh = ·; VHR inh abs = 3; BoNT-F LC inh = -5

# Other results.
SMILES,GDH-TPI inh,FadD28 binding,CCHFV vOTU inh,MazEF act,FBA Mtb inh,UGM FP inh,Rv3671c protease,Mtb BioA inh,VHR inh abs,BoNT-F LC inh
CCCCOc1ccc(C(=O)NCC(=O)NCc2ccncc2)cc1,-13,-3.2,-11,-2,-3,0.7,5,-0.6,·,6
O=C(NC1CC1)C1CCCN1C(=O)NC1CCCCC1 (centres undefined),-3,-2.6,1,1,5,-2.5,3,·,4,6
COc1ncnc2c1ncn2CCCN(CCCc1ccccc1)CCCn1cnc2c(OC)ncnc21,-1,-0.6,9,6,1,·,·,·,·,4
Cc1ccc(S(=O)(=O)N2CCCOC2CNC(=O)C(=O)NCc2cccnc2)cc1 (centres undefined),7,-2.3,5,1,0,1.0,3,·,-3,-4
Cc1nc2ccccn2c1C(=O)NN=C1C2CC3CC(C2)CC1C3,0,0.1,-5,0,-1,1.4,9,-0.4,-4,-8
CCOC(=O)c1c[nH]c(=S)n(-c2ccccc2)c1=O,39*,-4.2,14,-15,-4,0.5,0,-0.6,·,-6
Cc1c(-c2ccco2)[n+](=O)c2c(n1[O-])CCC2,18,-0.6,7,0,-3,-2.8,-4,-3.8,-4,-2
Cc1nc(C)c(-c2nnc(-c3ccccc3Cl)o2)cc1C(=O)NN,6,-5.9,13,-1,-1,-1.2,-3,·,26,-1
CC(=O)Nc1ccc(NC(=O)CSc2nnc3c4ccccc4n(C)c3n2)cc1,14,-1.2,4,9,-1,1.0,-8,·,22,-4
COc1ccc(OC)c(NC(=O)NCc2cccnc2)c1,6,-2.5,-10,9,4,1.3,-3,-1.4,-2,·
COC(=O)CC1COc2ccccc2N1C(=O)c1cc(OC)c(OC)c(OC)c1 (centres undefined),9,-0.3,11,2,-2,-2.0,-1,2.7,34,-14
COc1ccc(/C=C(\C#N)C(=O)NC(C)c2ccccc2)cc1O (centres undefined),23,-0.1,9,9,0,-0.7,-2,0.9,21,-4
C/C(=N\NC(=O)c1ccc(C)cc1)c1c(C)[nH]n(-c2ccccc2)c1=O,17,1.4,0,-1,3,2.1,·,0.7,4,-39
Cc1cc(C(=O)C(C)Sc2cccc[n+]2[O-])c(C)n1-c1ccc(Cl)cc1 (centres undefined),20,-1.7,5,-1,1,0.9,7,·,2,-1
CCOC(=O)C1(C)NC(c2ccc(OC)cc2OC)C2C(=O)N(CC)C(=O)C21 (centres undefined),-6,-0.7,0,-20,2,-1.8,-1,·,21,-3
Cc1cc(N2CCN(c3ccccc3)CC2)nc(N2CCOCC2)n1,20,2.2,-13,3,-3,0.0,4,-0.3,7,-3
CC(C)Cc1ccc(CN2CCCC(NC(=O)c3nn(C)c(=O)c4ccccc34)C2)cc1 (centres undefined),11,-2.1,8,3,1,·,·,-2.0,33,-3
Cc1ccsc1/C=N/n1c(-c2ccco2)n[nH]c1=S,20,-1.9,3,7,0,1.2,5,-2.1,20,1
CC(=O)c1cccc(N(C(=O)Cn2nnc3ccccc32)C(C(=O)NCC2CCCO2)c2ccc(N3CCOCC3)cc2)c1 (centres undefined),-2,0.4,5,13,-1,-0.4,11,·,15,-2
CC1(C(=O)NCc2cccc3ccccc23)CCN1C(=O)C1(c2ccccc2)CCCC1 (centres undefined),8,-6.9,2,·,0,·,·,-0.5,·,0
O=C(Cc1c(O)c2ccccc2[nH]c1=O)NCc1ccccc1,-5,-1.2,·,-2,12,0.3,1,-4.3,40,-17
CC(C)C[C@H](NC(=O)C1CCN(C(=O)[C@H](Cc2ccccc2)NC(=O)OC(C)(C)C)CC1)C(=O)O,-6,-0.9,-7,-4,3,2.4,-9,-1.4,3,-28
CCOc1ccc(CC(=O)NC2CC(C)(C)N(C)C(C)(C)C2)cc1OCC,-4,-3.5,3,3,-2,-0.8,-4,-0.6,·,-9
COc1ccc(Cl)cc1C(=O)NNC(=S)NC1CCCC1,-10,-3.7,-10,3,-7,0.9,3,·,23,-2
CC(C)c1nc2n[nH]c(N)c2c2c1CCC2,10,-2.4,9,-3,7,-0.1,-5,8.5,4,-16
Cc1nn(Cc2ccc(Cl)cc2Cl)c(Cl)c1C(=O)NC1CCCc2ccccc21 (centres undefined),0,-2.9,4,-22,-4,-2.1,-6,·,8,-2
COc1ccc(C(c2nnnn2Cc2ccccc2)N2CCC3(CC2)C(=O)NCN3c2ccccc2)cc1 (centres undefined),·,-4.1,22,·,-2,·,·,-5.5,·,-11
COc1ccc(/C=N/OCC(=O)NCC(C)C)c(OC)c1,-1,0.3,-10,4,-2,0.5,5,0.8,33,0
Cc1ccccc1N1CCN(c2ncnc3c2cnn3Cc2ccc(Cl)cc2)CC1,-4,-3.7,-4,-5,-3,-0.7,-8,-1.4,13,-3
CCCCCCCNC(=O)C1(CC2CC(c3cccc(Br)c3)=NO2)CCN(C(=O)C2(C)CC2)CC1 (centres undefined),7,-5.0,15,2,0,2.8,-10,-1.3,·,-5
CC(C)C(=O)Nc1ccc(C(=O)NNC(=O)CCc2ccccc2)cc1,6,-0.1,2,3,0,-1.4,10,0.7,-5,-3
O=C1C(Cl)=C(N2CCOCC2)C(=O)N1CCc1ccccc1,-2,-3.3,-1,-1,-4,-1.6,8,·,1,-3
COc1ccc(Cl)cc1NC(=O)c1ccc2c(SCC(=O)O)c3c(nc2c1)CCCC3,8,0.0,-2,0,1,0.7,-17,-1.3,-12,0
O=C(COc1ccc(S(=O)(=O)NC2CCCCC2)cc1Cl)Nc1ccc2c(c1)OCO2,4,-8.2,4,1,-4,1.3,-7,-0.7,-2,-7
Cc1cc(=O)oc2cc(OC(C)C(=O)O)c(Cl)cc12 (centres undefined),9,-6.3,-25,4,32*,0.9,-15,-1.1,18,2
CSCc1cc(N2CCOCC2)nc(SCc2ccc(Cl)c(Cl)c2)n1,1,-3.0,-11,-16,6,1.6,-9,3.2,17,-9
Cc1ccccc1Cc1ccc(Cl)nn1,-7,-2.9,-13,5,-1,-0.9,1,·,17,8
N#Cc1ccccc1S(=O)(=O)c1ccccc1C(=O)Nc1ccccc1,1,-0.4,-4,-1,0,-1.4,4,-0.3,3,-3
CCOC(=O)c1[nH]c2ccc(F)cc2c1NC(=O)C1=COCCO1,2,1.0,13,7,9,2.7,-9,-3.9,-19,?
CC(=O)NCCNC(=O)c1ccc(CSc2nc3ccccc3s2)cc1,6,-0.5,15,·,12,-2.0,6,-5.5,60*,-4
NS(=O)(=O)c1ccc(NC(=O)COC(=O)CN2C(=O)C3CC=CCC3C2=O)cc1 (centres undefined),-4,-1.9,-3,-3,-1,3.5,-6,0.4,·,-5
CCc1ccccc1NC(=O)CN1CCN(C(=O)C2CCN(C(=O)/C=C/c3ccccc3)CC2)CC1,0,-2.4,4,7,0,1.7,-10,0.5,·,-5
Cc1ccc(N(CC(O)CN2CCOCC2)S(=O)(=O)c2ccc3ccccc3c2)cc1 (centres undefined),3,0.0,11,0,5,3.9,3,2.0,22,-1
NS(=O)(=O)c1ccc(CNC(=O)NC2(c3ccccc3)CC2)cc1,-12,-1.6,-2,0,2,1.2,-4,-0.8,50*,-6
Cc1ccccc1OCCC(=O)OCC(=O)N(C)c1c(N)n(Cc2ccccc2)c(=O)[nH]c1=O,-1,-2.6,-8,1,-1,3.8,4,-1.8,4,-9
O=C(NCCC1CC1(Cl)Cl)Nc1ccccc1 (centres undefined),3,-3.6,8,-9,0,1.5,3,0.8,-6,?
C[C@]12CCC3C(CC[C@H]4C[C@@H](O)CC[C@]34C)C1C[C@@H](O)[C@]2(C)O (some centres undefined),-1,-4.2,-1,10,1,0.5,-2,-0.9,·,-7
CN(C)c1ccc(N=c2sc3ccccc3n2C)cc1,7,-0.4,7,-17,-1,0.5,6,-2.3,18,-31
Fc1cccc(F)c1/C=C/c1ccc2ccccc2n1,16,-1.1,-12,1,1,-2.0,-9,1.3,27,-3
COC(=O)c1ccc(NC(=S)NNC(=O)CC(C)C)cc1,15,0.5,11,7,-3,-1.9,6,-0.5,-13,-1
